CHT block: inhibitors of human choline transporter CHT. Q9GZV3. CHT-expressing cells, membrane potential dye, choline response; active compounds read low. B-score at 10 µM. 0.86% of 310,000 active. AID 488975;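 active means B-score over 3 SD under the library average, and starting fluorescence ratio not unusually high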;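 further: choline stimulus applied at its EC90 after an EC20 pre-addition; B-score computed on integrated fluorescence ratio after choline addition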
Target sequence (Q9GZV3 whole entry, looked up): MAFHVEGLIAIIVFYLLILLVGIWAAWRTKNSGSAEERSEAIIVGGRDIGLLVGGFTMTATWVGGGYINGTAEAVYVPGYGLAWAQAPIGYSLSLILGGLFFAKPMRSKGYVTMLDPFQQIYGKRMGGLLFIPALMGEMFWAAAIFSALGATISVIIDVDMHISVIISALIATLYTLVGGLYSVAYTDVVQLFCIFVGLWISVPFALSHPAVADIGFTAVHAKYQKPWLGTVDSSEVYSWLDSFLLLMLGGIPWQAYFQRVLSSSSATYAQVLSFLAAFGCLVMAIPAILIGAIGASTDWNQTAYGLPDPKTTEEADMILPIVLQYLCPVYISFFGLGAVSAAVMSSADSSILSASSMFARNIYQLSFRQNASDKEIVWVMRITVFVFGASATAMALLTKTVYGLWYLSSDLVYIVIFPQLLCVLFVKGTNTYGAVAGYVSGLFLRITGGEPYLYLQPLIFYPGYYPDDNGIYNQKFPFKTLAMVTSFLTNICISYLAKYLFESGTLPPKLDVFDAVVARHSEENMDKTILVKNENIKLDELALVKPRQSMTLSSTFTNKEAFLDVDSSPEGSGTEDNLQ
Kir21 block: Kir2.1 (mouse) channel inhibition; 0.85% of 310,000 active; HEK293-Kir2.1, FluxOR thallium flux fluorescence; active compounds read low; AID 1672; P35561; B-score at 10 µM;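 active means fluorescence ratio B-score at or below minus 3 SD of library scores, with starting-brightness B-score within 2 SD, cut at about -4.2 in these data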;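 further: channel flux triggered by added potassium and thallium sulfate stimulus; B-score of peak minus minimum fluorescence over baseline after thallium stimulus; more negative B-score means stronger Kir2.1 block with less thallium influx; some compounds called inactive have numbers as strong as hits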
Target sequence (P35561 whole entry, looked up): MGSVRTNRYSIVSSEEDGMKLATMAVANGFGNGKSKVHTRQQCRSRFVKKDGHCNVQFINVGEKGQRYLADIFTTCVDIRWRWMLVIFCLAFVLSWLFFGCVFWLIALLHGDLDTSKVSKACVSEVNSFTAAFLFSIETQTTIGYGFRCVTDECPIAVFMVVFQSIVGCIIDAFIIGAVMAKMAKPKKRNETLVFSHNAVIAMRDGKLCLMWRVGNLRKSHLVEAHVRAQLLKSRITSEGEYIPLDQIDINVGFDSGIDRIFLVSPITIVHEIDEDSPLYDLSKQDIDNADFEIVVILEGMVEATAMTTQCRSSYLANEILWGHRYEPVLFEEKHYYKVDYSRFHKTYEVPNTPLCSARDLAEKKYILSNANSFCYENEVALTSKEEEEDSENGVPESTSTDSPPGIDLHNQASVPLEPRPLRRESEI
KCNQ2 inh: KCNQ2 channel blockers in CHO-K1 cells – cell-based, FluxOR thallium flux, B-score, primary screen (AID 2156); 1.1% of 310,000 active; 20 min; active compounds read low; O88943; B-score at 10 µM;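 active means fluorescence ratio B-score at most minus 3 library SDs, with starting brightness B-score within 2 library SDs, cut at about -5.5 in these data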
* marks the source's active call; other numbers are inactive results; i = inactive; . = not tested or not shown.

A first look (6 entries):
CHT block	Kir21 block	mol	KCNQ2 inh
i	1.3	COc1ccc(-n2c(=O)[nH]cc(C(=O)Nc3ccccc3)c2=O)cc1	i
i	1.1	Cc1cc(=O)[nH]c(SC/C=C/c2ccccc2)n1	i
i	-0.01	C[C@@H](NC(=O)[C@@H]1Cc2ccccc2CN1C(=O)OC(C)(C)C)C(=O)NC1CCCC1	i
i	0.98	Cn1c2ccccc2c2nnc(SCC(N)=O)nc21	i
i	1.1	Cc1ccc(/C=C/C(=O)OCn2nnc3ccccc3c2=O)o1	i
i	-0.48	COc1n[nH]c(C(=O)Nc2nc3ccccc3s2)c1[N+](=O)[O-]	i

The list itself (from the top)
CHT block	Kir21 block	mol	KCNQ2 inh
i	1.3	COc1ccc(-n2c(=O)[nH]cc(C(=O)Nc3ccccc3)c2=O)cc1	i
i	1.1	Cc1cc(=O)[nH]c(SC/C=C/c2ccccc2)n1	i
i	-0.01	C[C@@H](NC(=O)[C@@H]1Cc2ccccc2CN1C(=O)OC(C)(C)C)C(=O)NC1CCCC1	i
i	0.98	Cn1c2ccccc2c2nnc(SCC(N)=O)nc21	i
i	1.1	Cc1ccc(/C=C/C(=O)OCn2nnc3ccccc3c2=O)o1	i
i	-0.48	COc1n[nH]c(C(=O)Nc2nc3ccccc3s2)c1[N+](=O)[O-]	i
i	-0.8	NS(=O)(=O)c1ccc(CNC(=O)/C=C/c2cccc([N+](=O)[O-])c2)cc1	i
i	-0.13	Cc1ccc(-c2csc3ncnc(N4CCN(Cc5ccccc5)CC4)c23)cc1	i
i	-1.5	S=C(Nc1ccc(Br)cc1Cl)Nn1cnnc1	i
i	-0.79	COc1ccc(Cn2cnc([N+](=O)[O-])c2)cc1[N+](=O)[O-]	i
i	-1.8	Cc1cc(C)n(-c2nc3ccccc3nc2N2CCN(S(=O)(=O)c3ccc4ccccc4c3)CC2)n1	-5.9*
i	-2.7	O=C1c2ccccc2S(=O)(=O)N1CC1CC(c2ccccc2Cl)=NO1 (stereo not given)	i
i	-0.13	O=C1NCCC/C1=N/Nc1cc(F)ccc1F	i
i	0.43	CS(=O)(=O)NN1C(=O)c2ccccc2NC1c1cccc(O)c1 (stereo not given)	i
.	0.05	CCCC(c1nnnn1Cc1ccc(OC)cc1)N1CCN(c2ccccc2)CC1 (stereo not given)	i
i	-1.7	CC(=O)Nc1ccc(S(=O)(=O)N2CCN(c3cc(C)nc4ncnn34)CC2)cc1	i
i	0.84	COc1ccc(C(=O)NCC2(N3CCCCC3)CCCCC2)cc1S(=O)(=O)N(C)C	i
i	2.3	COc1ccc([C@@H]2[C@@H]3C(=O)N(C(C)(C)C)C(=O)[C@@H]3[C@]3(Cc4ccccc4)C(=O)N(c4ccc(OC)cc4)C(=O)N23)cc1	i
i	-0.26	S=C(NCc1ccco1)NC1CCCc2ccccc21 (stereo not given)	i
i	-1	COc1ccc(CCn2c(=N)c(C(=O)NC3CCCCC3)cc3c(=O)n4ccccc4nc32)cc1	i
i	0.06	CCOC(=O)c1nc[nH]c1C	i
i	1.7	COc1ccc(C(c2c(O)cc(C)oc2=O)c2c(O)cc(C)oc2=O)cc1	i
i	-0.89	O=C(CSc1cnc2ccccc2n1)c1ccc(F)cc1	i
i	-0.1	CCCOc1ccc(NC(=O)CC2C(=O)N(C)C(=S)N2Cc2cccs2)cc1 (stereo not given)	i
i	0.4	O=C1CC(NS(=O)(=O)c2cccs2)CN1c1ccccc1 (stereo not given)	i
i	-0.02	COc1ccc(C(=O)NNC(=S)NC(=O)c2cccnc2)cc1	i
i	-0.32	CCc1c(C(=O)Nc2cc(C(=O)OC)ccc2C)csc1C	i
i	-0.93	COc1cccc(C2=NOC(C(=O)Nc3cc(C)nn3-c3ccccc3)C2)c1OC (stereo not given)	i
i	1.4	COc1ccc(C(=O)COC(=O)[C@H](C)Nc2ccc(C(F)(F)F)cc2[N+](=O)[O-])c(OC)c1	i
i	-0.14	CC(C)c1c(C(=O)N/N=C/c2ccc3c(c2)OCO3)nnn1-c1nonc1N	i
i	-0.77	COc1ccccc1Nc1nc(C2(C)CCC(=O)O2)cs1 (stereo not given)	i
i	-1.4	CCOc1ccc(CN2CCN(C3CCSCC3)CC2CCO)cc1 (stereo not given)	i
i	1	COCCNCCCCOc1ccc(C)cc1[N+](=O)[O-]	i
i	0.6	COc1cc(-c2cc(C(=O)Nc3ccc(N4CCOCC4)cc3)c3ccccc3n2)cc(OC)c1OC	i
i	0.11	CC(C)N1CCc2c(sc(NC(=O)Cc3ccccc3)c2C#N)C1	i
i	-0.74	O=C(NC1CCCCC1)C(c1ccncc1)N(Cc1ccc2c(c1)OCO2)C(=O)C(F)(F)F (stereo not given)	i
i	-0.16	CCOc1ccc(-n2nnnc2SCC(=O)NC2CCCC2)cc1	i
i	-0.23	CC(=O)n1cc([C@@H]2C=C(C(=O)N3CCN(C)CC3)O[C@H](OCc3ccc(CO)cc3)C2)c2ccccc21	i
i	-0.12	O=C(CCNS(=O)(=O)c1ccc(Cl)cc1)N1CCCCCC1	i
i	-0.76	COc1ccc(CC2(CO)CCN(Cc3cnn(-c4ccccc4)c3)CC2)cc1	i
i	-1.6	O=C(Nc1nnc(SCC(=O)N2CCOCC2)s1)c1ccccc1Cl	i
i	-3.1	COc1ccc(Cc2noc(CN(C)Cc3cccc(-n4cccn4)c3)n2)cc1OC	i
i	-2.8	C=CCN=C1CC(C)(C)CC(=O)/C1=C(\O)c1ccccc1	i
i	-2	Cc1cccc(NS(=O)(=O)c2ccc3c(c2)NC(=O)CO3)c1C	i
i	-1.2	CC(C)c1ccc(C(=O)CSc2ncn[nH]2)cc1	i
i	1.2	Cc1nnc(SCc2cccc([N+](=O)[O-])c2)o1	i
i	-2.1	O=C(CC1C(=O)NCCN1CC(c1ccccc1)c1ccccc1)NC1CC1 (stereo not given)	i
i	0.95	CN1CCN(C(=S)NC(=O)c2ccccc2Cl)CC1	i
i	0.2	CCCOC(=O)c1ccc(Oc2c(-c3ccc(OCC)cc3O)n[nH]c2C)cc1	i
i	0.78	O=C1C(=O)c2ccc(-c3ccccc3)cc2-c2ccccc21	i

Later entries:
CHT block	Kir21 block	mol	KCNQ2 inh
i	-0.9	CC(=O)n1c(C=Nc2ccccc2)c(O)c2ccccc21	i
i	-0.73	COC(=O)c1ccc(NC(=S)NNC(=O)CC(C)C)cc1	i
i	1.4	Fc1cccc(F)c1/C=C/c1ccc2ccccc2n1	i
i	2.2	CN(C)c1ccc(N=c2sc3ccccc3n2C)cc1	i
i	0.88	O=C(NCCC1CC1(Cl)Cl)Nc1ccccc1 (stereo not given)	i
i	-0.15	Cc1ccccc1OCCC(=O)OCC(=O)N(C)c1c(N)n(Cc2ccccc2)c(=O)[nH]c1=O	i
i	0.27	NS(=O)(=O)c1ccc(CNC(=O)NC2(c3ccccc3)CC2)cc1	i
i	-1.9	COc1cc2c(cc1OC)C1=NC(=O)CN1C(SCc1ccccc1C)=N2	i
i	-0.07	COc1ccc(NC(=O)CCC(=O)c2cccs2)cc1Cl	i
i	-1.2	CCOC(=O)/C=C1/N(C)c2ccccc2C1(C)C	i
i	0.07	Cn1c(CSc2ncccn2)nnc1SCC(=O)N1CCCCC1	i
i	1.5	COc1ccccc1C(=O)Nc1ccccc1C(=O)Nc1ccccc1	i
i	0.09	O=C(NCCc1ccccc1)c1cc(=O)c2ccccc2o1	i
i	0	CN=c1scc(-c2cccs2)n1/N=C/c1ccc(O)c(O)c1O	i
i	-1.3	CCCCCCNc1cc(C)oc(=O)c1C(C)=O	i
i	-1.6	COc1ccc(NC(=O)C2C3C=CC(C3)C2C(=O)NCc2ccco2)cc1 (stereo not given)	i
i	1.4	O=C(NCCOc1ccccc1F)c1cc(F)c(F)cc1Cl	i
i	0.93	CCCCC(=O)Nc1cnc(NC(=O)c2cccs2)cc1C	i
i	0.45	O=C(NCCCCc1ccccc1)C1CC(c2ccccc2C(F)(F)F)=NO1 (stereo not given)	i
i	-1.6	O=C(NCCCN1CCOCC1)c1ccc2c(c1)N(Cc1cccc(Cl)c1)C(=O)CS2	i
i	2	CC(C)C[C@H](NC(=O)C1CCN(C(=O)[C@H](Cc2ccccc2)NC(=O)OC(C)(C)C)CC1)C(=O)O	i
i	1.1	O=C(Cc1c(O)c2ccccc2[nH]c1=O)NCc1ccccc1	i
i	2.4	CC(=O)c1cccc(N(C(=O)Cn2nnc3ccccc32)C(C(=O)NCC2CCCO2)c2ccc(N3CCOCC3)cc2)c1 (stereo not given)	i
i	-2.6	Cc1ccsc1/C=N/n1c(-c2ccco2)n[nH]c1=S	i
.	0.11	CC(C)Cc1ccc(CN2CCCC(NC(=O)c3nn(C)c(=O)c4ccccc34)C2)cc1 (stereo not given)	-7.8*
i	1.5	Cc1cc(N2CCN(c3ccccc3)CC2)nc(N2CCOCC2)n1	i
i	-1.8	CCOC(=O)C1(C)NC(c2ccc(OC)cc2OC)C2C(=O)N(CC)C(=O)C21 (stereo not given)	i
i	0.1	C/C(=N\NC(=O)c1ccc(C)cc1)c1c(C)[nH]n(-c2ccccc2)c1=O	i
i	-1.4	COC(=O)CC1COc2ccccc2N1C(=O)c1cc(OC)c(OC)c(OC)c1 (stereo not given)	i
i	-1.4	COc1ccc(/C=C(\C#N)C(=O)NC(C)c2ccccc2)cc1O (stereo not given)	i
i	-1.4	CC(=O)Nc1ccc(NC(=O)CSc2nnc3c4ccccc4n(C)c3n2)cc1	i
i	-0.1	COc1ccc(OC)c(NC(=O)NCc2cccnc2)c1	i
i	1.3	Cc1nc(C)c(-c2nnc(-c3ccccc3Cl)o2)cc1C(=O)NN	i
i	1.9	Cc1c(-c2ccco2)[n+](=O)c2c(n1[O-])CCC2	i
i	0.78	CC(=O)NCCNC(=O)c1ccc(CSc2nc3ccccc3s2)cc1	i
i	1.3	CCOC(=O)c1[nH]c2ccc(F)cc2c1NC(=O)C1=COCCO1	i
i	0.71	N#Cc1ccccc1S(=O)(=O)c1ccccc1C(=O)Nc1ccccc1	i
i	0.5	Cc1cc(=O)oc2cc(OC(C)C(=O)O)c(Cl)cc12 (stereo not given)	i
i	-0.24	O=C1C(Cl)=C(N2CCOCC2)C(=O)N1CCc1ccccc1	i
i	0.49	CC(C)C(=O)Nc1ccc(C(=O)NNC(=O)CCc2ccccc2)cc1	i
i	-2.2	COc1ccc(/C=N/OCC(=O)NCC(C)C)c(OC)c1	i
i	-1.5	CC(C)c1nc2n[nH]c(N)c2c2c1CCC2	i
i	0.69	O=C(/C=C/c1cc[n+](CC(=O)c2ccc3cccc4c3c2CC4)cc1)c1ccc2cccc3c2c1CC3	i
i	0.09	CN(C)C(/C=C/Nc1ccc(C#N)cc1)=C(C#N)C#N	i
i	0.22	c1ccc(-c2ccc(Oc3cc(N4CCOCC4)nc(-c4ccccc4)n3)cc2)cc1	i
i	-1.7	O=C(Cn1c(SCc2ccccc2)nc2ccccc21)N1CCOCC1	i
i	-0.22	COC(=O)c1cc2ccsc2n1CC(=O)N(C)C1CCCCC1	i
i	-2.1	COc1ccccc1NS(=O)(=O)c1cc([N+](=O)[O-])ccc1N/N=C/c1c(C)[nH]c2ccccc12	i
i	0.05	CCN1CCN(C(=O)c2ccc3c(=O)n(CCc4ccccc4)c(=O)[nH]c3c2)CC1	i
i	-2.2	O=C(O)CN1C(=O)S/C(=C\c2cccnc2)C1=O	i

5 compounds already listed, arranged by their value in Kir21 block, ascending.
CHT block	Kir21 block	mol	KCNQ2 inh
i	-2.2	COc1ccc(/C=N/OCC(=O)NCC(C)C)c(OC)c1	i
i	-1.5	CC(C)c1nc2n[nH]c(N)c2c2c1CCC2	i
i	-0.22	COC(=O)c1cc2ccsc2n1CC(=O)N(C)C1CCCCC1	i
i	0.05	CCN1CCN(C(=O)c2ccc3c(=O)n(CCc4ccccc4)c(=O)[nH]c3c2)CC1	i
i	0.69	O=C(/C=C/c1cc[n+](CC(=O)c2ccc3cccc4c3c2CC4)cc1)c1ccc2cccc3c2c1CC3	i

(continued)
CHT block	Kir21 block	mol	KCNQ2 inh
i	-0.63	Cn1cc(C(=O)N2CCc3ccccc32)cn1	i
i	-1.3	O=C(CSc1nccn1-c1ncc(C(F)(F)F)cc1Cl)c1ccc(Br)cc1	i
i	0	O=C(Nc1ncn[nH]1)c1cc([N+](=O)[O-])ccc1Cl	i
i	2	O=C(OCC(=O)N1CCCC1)c1cc(F)c(F)cc1Cl	i
i	1.4	CN(C)S(=O)(=O)c1ccc(-c2csc(N/N=C/c3ccc(O)cc3)n2)cc1	i
i	-0.22	Cc1ccc(S(=O)(=O)N2CCOC2CNC(=O)C(=O)NCc2cccnc2)cc1 (stereo not given)	i
i	-3.2	CC(C)COC(=O)C1C2C=CC3(CN(C(C)c4ccc(Br)cc4)C(=O)C13)O2 (stereo not given)	i
i	0.07	COc1ccc(N2Cc3ccccc3C2=O)cc1	i
-5*	0.74	N#Cc1ccc(C(=O)Nc2cccc3cccnc23)c(F)c1	i
i	0.08	O=C(C1CCN(S(=O)(=O)c2cccc3cccnc23)CC1)N1CCCCC1	i
i	3	CCCCNC(=S)NNC(=O)c1csc(C)c1CC	i
i	1.6	COc1cc(CNCCO)ccc1OC1CCCC1	i
i	0.61	S=C(Nc1ccc(Nc2ccccc2)cc1)Nc1ccccn1	i
.	0.86	Cc1ccc(-n2nnnc2CCl)cc1	i
i	1.6	COC(=O)C(NNc1ccccc1)(NC(=O)c1ccccc1F)C(F)(F)F (stereo not given)	i
i	-0.1	O=C(NCc1ccco1)c1cccc(-c2nnc(-c3ccccc3)o2)c1	i

Source: PubChem BioAssay
